Bioassay records from PubChem.
Tb PFK inh: qHTS Assay to Find Inhibitors of T. brucei phosphofructokinase | ATP-dependent 6-phosphofructokinase (Trypanosoma brucei brucei), O15648 | T. brucei PFK, ADP-Glo luminescence | Potency, µM (highest dose often 57.5 µM), for inactives: at the top dose activity, negative = inhibition, hits mostly inhibitors | 0.17% of 330,000 active | AID 485367, 2010;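 further: potency means the concentration at half of the fitted maximal effect; 0% = uninhibited 1x PFK enzyme wells and -100% = no-enzyme wells; nearly all actives have a fitted effect of over 60% in size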
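Luminescent ADP detection (ADP-Glo, two-step: ATP depletion then ADP-to-ATP conversion for luciferase) reported PFK activity after 45 min room-temperature reaction of 1.25 nM enzyme with 0.5 mM F6P and 0.1 mM ATP at pH 8.0.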
TCR activator: Activators of T cell receptors: qHTS campaign | primary human leukocytes, anti-CD3, IL-2 HTRF, 48 h | Potency, µM (series often up to 9.22 µM), for the others: at the highest dose activation of IL-2 secretion, usual class: activators | 330,000 tested, under 10 active; further: % of control where 0% means no effect
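Readout: HTRF IL-2, Eu-cryptate/d2 antibody pair, 320nm excitation, 665nm emission. Stimulus: a-CD3 beads, no co-stimulation. Cells: primary human leukocytes. Exposure: 48 hr with compound.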
a7 integrin act: qHTS for Activators of Integrin-Mediated Alleviation for Muscular Dystrophy; alpha7betagal myoblasts, beta-gal FDG fluorescence, 48 h; Potency, µM (top dose mostly 38.3 µM), for inactives: at the top dose activation, most hits filed as activators; 0.064% of 350,000 active; AID 624291, 2012;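 further: potency means the concentration at half of the fitted maximal effect; 100% = response of the positive control SU9516; nearly all actives have a fitted effect of over 60% in size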
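Alpha7betagal+/- myoblasts (passage 13) were plated 16-24 hr, then exposed to compounds (1:260 dilution of DMSO stock) for 48 hours at 37C. After MPER lysis, β-galactosidase reporter activity was read as FDG fluorescence (ex 480/em 540) after 30 minutes.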
AT treatment: qHTS Assay for Identifying a Potential Treatment of Ataxia-Telangiectasia; […] A-T fibroblasts, KAP-1 phosphorylation AlphaLISA; neocarzinostatin DNA damage 30 min before lysis; Potency, µM (top dose mostly 57.5 µM), for the others: at the top dose activation, most hits filed as activators; 0.19% of 320,000 active; AID 485349, 2010; further: potency means the concentration at half of the fitted maximal effect; % of control where 0% means no effect; nearly all actives have a fitted effect of over 45% in size
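hTERT-immortalized A-T patient fibroblasts ([…]), 500 cells/well in OPTI-MEM, 1% FBS, got compounds for 60 min, then NCS for 30 min at 37C. Lysates were then assayed for phospho-KAP-1 by AlphaLISA (anti-pKAP1 donor, anti-KAP1 acceptor beads), 6 hr at 25C.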
Eya2 phos inh: qHTS Assay for Inhibitors of the Phosphatase Activity of Eya2; recombinant Eya2, OMFP fluorescence dephosphorylation (OMFP is methylfluorescein phosphate); Potency, µM (doses to about 76.9 µM), for the others: at the top dose activity, negative = inhibition, hits mostly inhibitors; 0.006% of 330,000 active; AID 488837, 2010; further: potency means the concentration at half of the fitted maximal effect; on the % scale 0 is the no-effect control and ±100 the full control effect
Target sequence (O00167 whole entry, looked up): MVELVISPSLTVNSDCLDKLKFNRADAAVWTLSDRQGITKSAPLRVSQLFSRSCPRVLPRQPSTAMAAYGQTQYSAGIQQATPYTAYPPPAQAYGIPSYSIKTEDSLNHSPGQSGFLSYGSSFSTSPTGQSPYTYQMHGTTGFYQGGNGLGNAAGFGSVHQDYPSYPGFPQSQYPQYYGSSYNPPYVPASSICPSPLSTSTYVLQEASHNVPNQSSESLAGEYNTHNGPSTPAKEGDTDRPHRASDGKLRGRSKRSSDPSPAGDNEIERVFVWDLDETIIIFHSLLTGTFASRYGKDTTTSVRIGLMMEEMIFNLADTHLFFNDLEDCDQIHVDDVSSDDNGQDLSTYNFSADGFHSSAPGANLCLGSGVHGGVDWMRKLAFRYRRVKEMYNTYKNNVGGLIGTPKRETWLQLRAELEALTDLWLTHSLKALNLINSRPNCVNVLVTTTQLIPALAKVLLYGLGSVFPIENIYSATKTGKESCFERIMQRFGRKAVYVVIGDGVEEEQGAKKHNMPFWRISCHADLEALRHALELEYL
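Eya2 protein (added as 0.2 uM solution) was preincubated with compound for 10 min at ambient temperature in 50 mM HEPES pH 7.5, 50 mM NaCl, 5 uM MgCl2, 0.05% BSA, 1 mM DTT. OMFP (added at 50 uM) then reacted 10 min; fluorescence read at 485/525 nm.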
Mito fusion act: qHTS Assay for Small Molecule Inhibitors of Mitochondrial Division or Activators of Mitochondrial Fusion; S. cerevisiae fusion-defective mutant growth rescue, CellTiterGlo 48 h; AID 485298, 2010; 0.23% of 320,000 active; Potency, µM (highest dose often 46.1 µM), inactives show top-dose growth rescue (activation), hits mostly activators;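 further: potency means the concentration at half of the fitted maximal effect; % of control where 0% means no effect; nearly all actives have a fitted effect of over 45% in size; temperature-sensitive fusion mutants such as fzo1-1 at 37 °C on non-fermentable ethanol glycerol medium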
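Temperature-sensitive fusion-defective S. cerevisiae (e.g. fzo1-1, mgm1-5) were grown with compound in YPEG medium (3% ethanol, 3% glycerol) for 48 hours at 37C. Growth rescue was measured as viability by CellTiterGlo luminescence after 10 minutes at ambient.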
PTAP TSG101 blk: qHTS Assay for Iinhibitors of HIV-1 Budding by Blocking the Interaction of PTAP/TSG101. Potency, µM (doses to about 115 µM), without a hit: top-dose activity change, negative = inhibition, hits mostly inhibitors. Fluorescence polarization, FITC-PTAP peptide / Tsg101 binding. AID 493005, 2010. 340,000 tested, under 10 active; active means well fitted inhibition curve with a large enough effect in the main read-out, with a control signal flat, not every such curve was filed as active; inconclusive means small, poorly fitted or top-dose-only effect, or effect the other way, or a change in a side signal; inactive means no such curve, though single readings can be large or run the other way; further: potency means the concentration at half of the fitted maximal effect; % of control where 0% means no effect
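Steps: Tsg101 binding domain dispensed (10 uM final), compounds pinned in DMSO, FITC-labeled PTAP-motif peptide added (50 nM final); after 20 min binding at room temperature, polarization measured.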
TSHR antag: Antagonists of the Thyroid Stimulating Hormone Receptor: HTS campaign; AID 504810, 2011; 0.2% of 330,000 active; Thyrotropin receptor (Homo sapiens), P16473; TSHR-expressing cells, TSH-stimulated cAMP HTRF, 2 h; stronger effect = lower value; activity change, negative = inhibition, % at 11.5 µM;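 active means activity change below a set negative limit, meaning inhibition stronger than a set level, cut at about -70% in these data; inconclusive means activity change between two set negative limits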; further: on the % scale 0 is the no-effect control and ±100 the full control effect
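Read-out is FRET at 665 nm (cryptate excitation 337 nm) from a cryptate-tagged anti-cAMP antibody, competed by cell cAMP against cAMP-d2. Compounds are tested on freshly harvested TSHR cells challenged with 4nM TSH (EC80) for 2 hours at 37 deg C.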
S-ASM inh: Inhibitors of Secretory Acid Sphingomyelinase (S-ASM): qHTS; Sphingomyelin phosphodiesterase (Homo sapiens), P17405; placental ASM, HMU-PC fluorogenic substrate, 60 min; Potency, µM (titrated, usually from 57.5 µM), without a hit: at the highest dose activity change, negative = inhibition, actives largely listed as inhibitors; 0.006% of 340,000 active; further: potency means the concentration at half of the fitted maximal effect
Target sequence (P17405 47-631 limits assumed): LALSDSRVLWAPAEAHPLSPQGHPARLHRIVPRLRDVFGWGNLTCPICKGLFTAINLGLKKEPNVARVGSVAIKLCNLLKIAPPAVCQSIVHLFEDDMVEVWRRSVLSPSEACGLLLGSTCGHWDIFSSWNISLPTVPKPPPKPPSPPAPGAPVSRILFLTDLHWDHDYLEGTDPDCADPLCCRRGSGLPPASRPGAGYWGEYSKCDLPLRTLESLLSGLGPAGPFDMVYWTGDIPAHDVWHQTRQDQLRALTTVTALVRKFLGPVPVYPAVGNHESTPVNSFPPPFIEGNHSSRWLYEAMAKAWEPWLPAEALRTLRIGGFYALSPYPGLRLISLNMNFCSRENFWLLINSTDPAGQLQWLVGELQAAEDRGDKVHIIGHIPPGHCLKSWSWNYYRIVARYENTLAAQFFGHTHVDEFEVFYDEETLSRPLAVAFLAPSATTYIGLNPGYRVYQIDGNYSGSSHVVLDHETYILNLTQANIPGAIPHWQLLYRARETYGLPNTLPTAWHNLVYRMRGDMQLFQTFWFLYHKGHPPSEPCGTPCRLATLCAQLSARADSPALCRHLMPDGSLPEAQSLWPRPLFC
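Steps: dispense placental human ASM, pin compound, wait 10 min at room temperature, add HMU-PC0 substrate at 9 uM final, incubate 60 min at 37 °C, add stop solution raising pH to 10, read fluorescence.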
BCR signal inh: qHTS Assay to Find Inhibitors of Chronic Active B-Cell Receptor Signaling; 0.05% of 340,000 active; ABC-DLBCL IkBa-CBG/CBR reporter, luminescence ratio, 4 h; Potency, µM (doses to about 46.1 µM), inactives show at the top dose ratio change, negative = lower green/red ratio, most hits filed as inhibitors; active means well fitted inhibition curve with a large enough effect in the signal ratio, with a control signal flat, not every such curve was filed as active; inconclusive means small, poorly fitted or top-dose-only effect, or effect the other way, or a change in a side signal; the % refers to the signal ratio;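 further: potency means the concentration at half of the fitted maximal effect; plate controls were basal doxycycline-induced cells for no effect and cells given 10 µM MG132 for full effect; MG132 reads +100%, hits lower the ratio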
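Doxycycline induced both beetle luciferases in TMD8 lymphoma cells; IKK-driven degradation limits the IkappaBalpha-fused green signal, while red luminescence normalises for cell number and nonspecific effects. Compounds tested up to 46 uM, 4 hrs.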
ELG1 repair inh: qHTS screen for small molecules that inhibit ELG1-dependent DNA repair in human embryonic kidney (HEK293T) cells expressing luciferase-tagged ELG1 | HEK293T ELG1-luciferase reporter, luminescence, 16 h; DNA damage induced by 5-fluorouridine | AID 504467, 2011 | 2.3% of 330,000 active | Potency, µM (titrated, usually from 46.1 µM), inactives show at the highest dose activity change, negative = inhibition, hits mostly inhibitors; further: potency means the concentration at half of the fitted maximal effect; on the % scale 0 is the no-effect control and ±100 the full control effect; nearly all actives have a fitted effect of over 55% in size
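Luminescence from the luciferase reporter, measured 30 min after ONE-Glo reagent at room temperature, was the read-out. Beforehand, 2,000 cells per well were exposed for 16 hr at 37 °C to 5-fluorouridine together with compound or vehicle.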
The depositor's hits bear a star; ? = inconclusive; . = no result given; [ ] = remark or other dose. Unless noted, the call rests on the fitted dose curve; in most records, active means well fitted curve in the direction sought with a large enough effect; inconclusive means small, poorly fitted or top-dose-only effect, or another doubt; inactive means no such curve, though single readings can be large; an effect the other way counts as inactive or inconclusive.

SMILES | Tb PFK inh | TCR activator | a7 integrin act | AT treatment | Eya2 phos inh | Mito fusion act | PTAP TSG101 blk | TSHR antag | S-ASM inh | BCR signal inh | ELG1 repair inh
COc1ccc(NC(=O)CN(C)C(=O)c2ccc(S(=O)(=O)Nc3ccccc3F)cc2)cc1 | 10% | 0% | 17% | 5% | 8% | 1% | -4% | -2 | . | 6% | 18%
COc1ccc(-c2[nH]ncc2CN2CCC(OCc3ccccc3)CC2)c(F)c1 | -3% | -4% | 3% | 5%[11.5 µM] | -2% | -3% | -3% | 5 | 6% | 0% | -5%
CC(NC(=O)CN1CCCC1)c1ccccc1 (centres undefined) | -2% | 7% | 16% | -2% | -1% | 1% | 0% | 3 | -2% | 1% | 19%
O=C(COc1ccc(Br)cc1F)NC1CC1 | ? | 11%[46.1 µM] | -7% | 2% | -8% | . | . | -5 | 0% | ? | ?
O=C(CSc1n[nH]c(=O)n1C1CC1)Nc1ccc(Cl)c(Cl)c1 | ? | -4% | 6% | -6% | -1% | 1% | -12% | -4 | -3% | -4% | -12%
Cc1ccc(NC(=O)c2cccc(S(=O)(=O)N3CCCc4ccccc43)c2)nc1 | -5% | 3% | -43% | 19% | 9% | -3% | -1% | -33 | -1% | 12% | 18µM*
C=CCNC(=O)NC(=O)COC(=O)/C=C/c1cccc([N+](=O)[O-])c1 | 3% | 6% | -21% | -4% | -25% | -2% | -2% | 1 | -5% | 5% | 0%
O=C1CSCN1c1ccc(Cl)c(Cl)c1 | -10% | 2% | 5% | 1% | -8% | 0% | -3% | 12 | 2% | -14% | 20%
CN(c1ccc(C(=O)NCc2cccs2)cc1)S(=O)(=O)c1ccccc1 | -1% | -6% | -7% | -2% | 5% | 3% | 1% | -4 | 2% | 0% | 0%
CCOc1c(Cl)cc(C(=O)Nc2ccccc2-c2ccccc2)cc1Cl | -5% | -2% | 0% | -1% | -19% | -2% | -1% | -4 | -1% | 13% | 22%
CCCCc1nnc(NC(=O)c2ccc(N3CCCC3=O)cc2)s1 | -10% | 0% | 0% | 1% | -8% | -1% | 0% | 5 | 5% | -5% | 5%
COc1ccc(-c2sc3cc4c(cc3c2-c2ccc(OCCN3CCOCC3)cc2)OCO4)cc1 | -4% | 11% | 0% | 9% | -5% | . | -12% | -2 | ? | 3% | 2%
COc1ccc(NC(=O)c2ccc3c(c2)n(C)c(=O)n3C)cc1 | 0% | -11% | -24% | -2% | -5% | 2% | -2% | -6 | 4% | ? | ?
CC(=O)c1c(C)[nH]c(C(=O)Nc2ccccc2N2CCOCC2)c1C | 3% | 0% | 24% | -6% | 14% | 24% | 0% | -1 | 4% | -3% | ?
CCOC(=O)C1=C(N)OC2=C(C(=O)CC(C)(C)C2)C1c1ccoc1 (centres undefined) | 11% | 0% | -8% | -2% | 5% | -2% | -4% | 5 | 6% | 7% | -2%
O=S(=O)(c1cccc(-c2csc(-c3cccnc3)n2)c1)N1CCOCC1 | 1% | -1% | 8% | -12% | 14% | -4% | -9% | -9 | 10% | ? | 2%
O=C(O)CCC(=O)NCc1ccc(C(=O)O)cc1 | 0% | . | -9% | . | -3% | 0% | 1% | 11 | -5% | 15% | 15%
COc1ccc(/C=C/C(=O)Nc2ccncc2)cc1OC | 3% | 4% | 6% | 12% | -10% | 28% | -2% | 4 | 45%[activator] | -10% | 5%
Cn1cc(CN2CCC(Oc3ccc(C(=O)N4CCCCC4)cc3)CC2)cn1 | 0% | . | -14% | 5% | 12% | -3% | 0% | 1 | -2% | 1% | 8%
CN=c1scc(-c2ccc(OC)cc2)n1/N=C(\C)c1cccnc1 | -1% | -38% | 5µM* | -2% | -9% | 1% | 2% | -16 | -3% | -21% | 18µM*
CN(C(=O)COC(=O)c1ccc2c(c1)OCO2)C1CCS(=O)(=O)C1 (centres undefined) | 3% | -75% | 25% | -29% | 7% | -3% | -2% | -5 | 5% | ? | 20%
Cc1cc(C)nc(N/N=C/c2ccccc2OCc2ccc(Br)cc2)n1 | 0% | -5%[46.1 µM] | 10% | 4% | -8% | 13% | 1% | 10 | 0% | ? | ?
O=C(NC1CCCCC1)Oc1cc2oc(=O)sc2cc1Br | 7% | 5% | 14% | 11% | 11% | 18% | 1% | 22 | 0% | ? | ?
Cc1ccc(NC(=O)c2cnn(-c3ccccc3)c2C)cc1 | 3% | 0% | ? | -1% | 1% | -2% | -5% | -6 | -12% | ? | ?
COCCCNC(=O)c1cc(S(=O)(=O)NCCCN2CCCC2=O)ccc1Cl | 11% | 4% | 11% | 4% | -32% | . | -8% | . | 2% | 5% | 13%
The results go on.
SMILES | Tb PFK inh | TCR activator | a7 integrin act | AT treatment | Eya2 phos inh | Mito fusion act | PTAP TSG101 blk | TSHR antag | S-ASM inh | BCR signal inh | ELG1 repair inh
C[C@@H]1NS(=O)(=O)[C@H]2C[C@@H]3C=C[C@]2(O3)[C@H]1OC(=O)c1ccc(C(C)(C)C)cc1 | 6% | -1% | 12% | 17% | -9% | -5% | -10% | -1 | -2% | -8% | 1%
CC(NC(=O)c1cccs1)c1n[nH]c(=S)n1C (centres undefined) | -7% | 2%[46.1 µM] | -14% | -2% | 1% | -1% | -3% | -2 | 4% | 4% | -3%
Cc1ccc(S(=O)(=O)N(C)C[C@@H]2Oc3c(NS(C)(=O)=O)cccc3C(=O)N([C@H](C)CO)C[C@@H]2C)cc1 | -4% | -5% | -14% | 8% | 1% | . | 0% | -1 | -1% | -2% | 16%
CC1(C)CC(=O)C2=C(C1)N(Cc1cccnc1)C(=O)C2(NC(=O)c1ccc(F)cc1)C(F)(F)F (centres undefined) | -4% | -9% | 1% | . | -9% | -3% | -3% | 19 | 0% | 2% | 3%
CC(=O)N1CCc2cc(S(=O)(=O)N3CCCCC3C)ccc21 (centres undefined) | 6% | 1% | -14% | 7% | -1% | 0% | -1% | -3 | -1% | -10% | -3%
Cc1ccc(-c2csc(NC(=S)NC(=O)c3ccco3)n2)cc1 | 0% | -5%[46.1 µM] | 27% | 17% | 7% | -6% | -4% | -11 | -4% | ? | 7%

Four records picked at random from the list so far, as already listed:
SMILES | Tb PFK inh | TCR activator | a7 integrin act | AT treatment | Eya2 phos inh | Mito fusion act | PTAP TSG101 blk | TSHR antag | S-ASM inh | BCR signal inh | ELG1 repair inh
CC(NC(=O)c1cccs1)c1n[nH]c(=S)n1C (centres undefined) | -7% | 2%[46.1 µM] | -14% | -2% | 1% | -1% | -3% | -2 | 4% | 4% | -3%
CC(=O)N1CCc2cc(S(=O)(=O)N3CCCCC3C)ccc21 (centres undefined) | 6% | 1% | -14% | 7% | -1% | 0% | -1% | -3 | -1% | -10% | -3%
Cc1ccc(S(=O)(=O)N(C)C[C@@H]2Oc3c(NS(C)(=O)=O)cccc3C(=O)N([C@H](C)CO)C[C@@H]2C)cc1 | -4% | -5% | -14% | 8% | 1% | . | 0% | -1 | -1% | -2% | 16%
C[C@@H]1NS(=O)(=O)[C@H]2C[C@@H]3C=C[C@]2(O3)[C@H]1OC(=O)c1ccc(C(C)(C)C)cc1 | 6% | -1% | 12% | 17% | -9% | -5% | -10% | -1 | -2% | -8% | 1%
